Compound activity deposited in PubChem by National Center for Advancing Translational Sciences (NCATS).
SNCA expr inhib – reduces expression of the alpha-synuclein gene. actives 0.17% (n = 140,000). HEK-293 SNCA-luciferase knock-in, luminescence, 24 h. Potency, µM (titrated, usually from 57.2 µM), without a hit: top-dose activity change, negative = inhibition, usual class: inhibitors;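 note: potency is the fitted concentration of half-maximal effect; plate controls were DMSO cells for no effect and cell-free wells for full effect; nearly all actives have a fitted effect of over 45% in size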
HEK cytotox – cytotoxic compounds in HEK 293 cells | AID 1345083 | actives 6.6% (n = 94,000) | Potency, µM (highest dose often 115 µM), for the others: at the highest dose activity change, negative = cytotoxicity, hits mostly inhibitors | HEK 293 viability, ATP luminescence (CellTiter-Glo), 48-72 h; note: potency is the fitted concentration of half-maximal effect; nearly all actives have a fitted effect of over 60% in size
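Read-out: CellTiter-Glo ATP luminescence. Cells: HEK 293, 250 cells/well. Exposure: 48 or 72 hr, 37 degree Celsius.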
SNCA viab count – reduces viability of HEK-293 SNCA reporter cells. HEK-293-SNCA-luc viability, GF-AFC fluorescence, 24 h. Potency, µM (top dose mostly 57.1 µM), without a hit: at the highest dose activity change, negative = cytotoxicity, usual class: cytotoxic. actives 0.12% (n = 150,000). AID 1671193;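 note: potency is the fitted concentration of half-maximal effect; 0% = DMSO-treated cells and -100% = medium-only wells without cells; nearly all actives have a fitted effect of over 30% in size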
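HEK-293-SNCA-luc cells (1500/well) plated 24 h, then exposed 24 h to a dilution series; GF-AFC added 30 min at 37C, fluorescence 405/540 nm; normalised to medium-only and DMSO wells, Hill fit.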
FLuc inh – inhibitors of firefly (Photinus pyralis) luciferase; purified P. pyralis luciferase, luminescence, biochemical; actives 2.5% (n = 76,000); Potency, µM (highest dose often 115 µM), for the others: top-dose activity change, negative = inhibition, most hits filed as inhibitors; note: potency is the fitted concentration of half-maximal effect; nearly all actives have a fitted effect of over 65% in size
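Biochemical qHTS: compound (6-point titration) added to 10uM D-luciferin plus 10uM ATP in Tris acetate pH 7.5 buffer with Mg, Tween-20 and BSA, then purified enzyme at 10nM; light output imaged.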
IP6K1 inhibitor – blocks human inositol hexakisphosphate kinase 1; AID 1645851; actives 0.81% (n = 140,000); activity change, % (series mostly up to about 58 µM); IP6K1 kinase, ADP-Glo luminescence, 2 h; stronger effect = lower value; in the data active = activity change below about -25%
Target sequence (Q92551 whole entry, looked up): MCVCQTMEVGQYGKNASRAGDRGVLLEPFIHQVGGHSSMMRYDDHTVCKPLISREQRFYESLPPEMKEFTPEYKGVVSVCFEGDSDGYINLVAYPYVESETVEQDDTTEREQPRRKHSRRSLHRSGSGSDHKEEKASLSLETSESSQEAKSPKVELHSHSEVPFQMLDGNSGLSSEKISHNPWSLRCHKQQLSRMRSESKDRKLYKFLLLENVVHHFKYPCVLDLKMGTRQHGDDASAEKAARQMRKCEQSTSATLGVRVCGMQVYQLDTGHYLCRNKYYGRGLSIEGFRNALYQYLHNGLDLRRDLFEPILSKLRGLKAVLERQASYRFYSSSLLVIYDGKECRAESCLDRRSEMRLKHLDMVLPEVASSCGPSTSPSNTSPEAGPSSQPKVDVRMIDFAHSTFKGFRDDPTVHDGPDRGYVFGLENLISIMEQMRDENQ
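ADP-Glo luminescence measures ADP made by human IP6K1 during a 2 h RT reaction with ATP/IP6 (mix at 1.3 mM/130 uM); top library doses 57.5 and 19.1 uM final.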
GPT2 inhibitor – GPT2 alanine aminotransferase inhibition; Recombinant GPT2, coupled pyruvate oxidase/HRP Amplex Red fluorescence; Potency, µM (series often up to 57.7 µM), for the others: at the top dose activity change, negative = inhibition, hits mostly inhibitors; actives 0.25% (n = 100,000); AID 1671188; note: potency is the fitted concentration of half-maximal effect; nearly all actives have a fitted effect of over 60% in size; many of its hits are not listed in these tables
Target sequence (Q8TD30 whole entry, looked up): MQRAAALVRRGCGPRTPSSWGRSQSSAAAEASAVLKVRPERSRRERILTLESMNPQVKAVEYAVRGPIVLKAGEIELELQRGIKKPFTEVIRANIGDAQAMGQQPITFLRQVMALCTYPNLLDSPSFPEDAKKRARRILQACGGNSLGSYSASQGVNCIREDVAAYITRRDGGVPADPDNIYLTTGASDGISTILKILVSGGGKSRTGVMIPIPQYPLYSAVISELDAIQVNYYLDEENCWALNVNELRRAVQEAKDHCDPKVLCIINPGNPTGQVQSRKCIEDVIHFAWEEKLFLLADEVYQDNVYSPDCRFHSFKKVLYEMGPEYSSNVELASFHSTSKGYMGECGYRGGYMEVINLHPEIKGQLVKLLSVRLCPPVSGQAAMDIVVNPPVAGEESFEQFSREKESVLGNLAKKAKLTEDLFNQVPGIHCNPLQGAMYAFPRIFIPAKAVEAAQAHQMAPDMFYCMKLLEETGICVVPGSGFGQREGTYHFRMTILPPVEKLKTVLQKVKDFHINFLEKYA
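Recombinant GPT2 (10ng/uL) with 250uM a-KG and 2mM L-alanine, 30 min at room temperature, in HEPES pH 7.5 buffer. Pyruvate detected by pyruvate oxidase/HRP/Amplex Red fluorescence after 30 min in the dark; AOA (50uM) as positive control.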
NIH3T3 tox – kills NIH 3T3 cells; NIH 3T3 viability, CellTiter-Glo ATP luminescence, 48-72 h; Potency, µM (doses to about 96.7 µM), inactives show at the top dose activity change, negative = cytotoxicity, most hits filed as inhibitors; actives 4.3% (n = 94,000); AID 1345082; note: potency is the fitted concentration of half-maximal effect; nearly all actives have a fitted effect of over 55% in size
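Viability of NIH 3T3 cells after 48 or 72 hr compound treatment at 37 °C was assessed by CellTiter-Glo, with luminescence imaged following a 10 min room-temperature step.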
Numbers without * were called inactive; i = inactive; ? = inconclusive; nt = no result given; [ ] = remark or other dose. Unless noted, calls come from the whole dose curve; as a rule, active = well fitted curve in the direction sought with a large enough effect; inconclusive = small, poorly fitted or top-dose-only effect, or another doubt; inactive = no such curve, though single readings can be large; an effect the other way counts as inactive or inconclusive. Unless noted, % is set by controls: 0 for no effect and ±100 for the full control effect.

SMILES | SNCA expr inhib | HEK cytotox | SNCA viab count | FLuc inh | IP6K1 inhibitor | GPT2 inhibitor | NIH3T3 tox
Cc1cccc(-n2c(SCC(=O)Nc3ccccc3C)nc3c(oc4ccccc43)c2=O)c1 | -11% | nt | ? | nt | -6 | nt | nt
CNC(=O)c1cc(-c2ccccc2)cc2c1OCCN2Cc1cccnc1 | 27%[87.6 µM] | ? | ? | -1%[172 µM] | -16 | 4%[88.5 µM] | ?
COC1CN(C2CCN(C(=O)C3CCCC3)CC2)C12CCOCC2 (stereo not given) | -25% | i | -38% | 0% | -5 | -3% | i
CC1(C(=O)NCCCN2CCCc3ccccc32)CCCCC(=O)N1 (stereo not given) | 39%[activator] | ? | -3% | -2% | 9 | -30% | -20%
O=C(NCc1cccs1)C1CCCN1Cc1ccc(-c2cncnc2)cc1 (stereo not given) | -11% | ? | -4% | nt | 0 | i | ?
O=C(NCCc1ccccc1F)c1ccc2nnc(CC3CC3)n2c1 | ? | -13%[172 µM] | -16%[87.6 µM] | nt | 0 | -12%[88.5 µM] | ?
O=C(c1cccc(Cn2cccn2)c1)N1CCOC(c2ccc(Cl)cc2)C1 (stereo not given) | -24% | ? | -14% | 0% | -3 | -10% | -14%
Cc1cc2c(c(=O)n(-c3ccc(F)cc3)c(=O)n2CC(=O)Nc2ccccc2Cl)n1C | 16% | -4% | -15% | -2% | 0 | 2% | -5%
C=CCN1CC2(CCC1=O)CCN(C(=O)CC(C)n1ccnc1C)CC2 (stereo not given) | 2% | -14% | -6% | 4% | -1 | -7% | -8%
C=CCN1CCN(C(=O)C2N(c3ccc(OC)cc3)C(=O)C23CCCCC3)CC1 (stereo not given) | -19% | 3% | -19% | 4% | -1 | i | i
CC(=O)N1CCc2cc(Br)cc(S(=O)(=O)N3CCC(C(=O)N(C)c4cc(C)ccc4C)CC3)c21 | 35% | nt | -9% | nt | -1 | nt | nt
CCc1nc(-c2c3n(c(=O)n(CC(=O)NCc4cccs4)c2=O)CCCC3)no1 | -12% | 9% | -9% | 4% | 6 | -15% | -2%
Cc1ccc(N2Cc3c(NCCCc4ccccc4)ncnc3N(C)CC2=O)cc1 | -4% | ? | 6% | -7% | 1 | -26% | ?
Cn1cncc1-c1nnc([C@H]2CCN(C(=O)c3ccncc3)C2)o1 | 1%[87.6 µM] | 4%[172 µM] | 3%[87.6 µM] | -5%[172 µM] | 0 | i | 0%[174 µM]
COC(=O)c1ccc(NC(=O)N2CCc3c([nH]c4ccccc34)C2c2ccc(C)cc2)cc1 (stereo not given) | ? | nt | -13% | nt | -3 | nt | nt
Cc1cccc(-n2nc(C)c(CCC(=O)NC3CC3)c2Oc2ccc(F)cc2F)c1 | 22% | ? | 9% | 5% | 4 | i | ?
Cc1ccc2cc(CN(C(=O)c3cccc(Cl)c3)c3ccccc3)c(=O)[nH]c2c1 | 27% | nt | 0% | nt | 17 | nt | nt
Cc1cnc(CC2CCNCC2)n1Cc1ccc(F)cc1 | 16% | -4% | -5% | 2% | -6 | -6% | -13%
CCCOc1ccc(CNC(=O)CC2CCOCC2)cc1 | 32% | 7% | 3%[12.5 µM] | -7% | -5 | i | -11%
CNC(=O)c1cc(C2CC2)nc2c1c(C1CCCN([S+](=O)([O-])C(C)C)C1)nn2C (stereo not given) | nt | -18% | nt | nt | 5 | nt | -16%
CN1CC(=O)N(C2CCCNC2)Cc2c(NC3CCCCC3O)ncnc21 (stereo not given) | -8% | i | -4% | nt | -11 | i | i
O=C(NCCN1CCCCC1)c1c(-c2cncnc2)cc(=O)n2c1CCCC2 | 221%[activator] | -5% | 11% | nt | -12 | i | -18%
COc1cccc(C(=O)NC2CCCN(c3cc(-c4ccc(F)cc4)[nH]n3)C2)c1 (stereo not given) | -15% | ? | -18% | ? | 4 | ? | 45µM*
Cc1nn(-c2ccccc2)c2c1C(C1CC1)N(CC1CN(C(=O)Cc3ccccc3)C1)C2=O (stereo not given) | nt | ? | nt | nt | 6 | nt | ?

Given with values under each structure: 15 of the compounds above
Results follow in this order: SNCA expr inhib, HEK cytotox, SNCA viab count, FLuc inh, IP6K1 inhibitor, GPT2 inhibitor, NIH3T3 tox
> C=CCN1CCN(C(=O)C2N(c3ccc(OC)cc3)C(=O)C23CCCCC3)CC1 (stereo not given)
 : -19%, 3%, -19%, 4%, -1, i, i
> CC(=O)N1CCc2cc(Br)cc(S(=O)(=O)N3CCC(C(=O)N(C)c4cc(C)ccc4C)CC3)c21
 : 35%, nt, -9%, nt, -1, nt, nt
> CCc1nc(-c2c3n(c(=O)n(CC(=O)NCc4cccs4)c2=O)CCCC3)no1
 : -12%, 9%, -9%, 4%, 6, -15%, -2%
> Cc1ccc(N2Cc3c(NCCCc4ccccc4)ncnc3N(C)CC2=O)cc1
 : -4%, ?, 6%, -7%, 1, -26%, ?
> Cn1cncc1-c1nnc([C@H]2CCN(C(=O)c3ccncc3)C2)o1
 : 1%[87.6 µM], 4%[172 µM], 3%[87.6 µM], -5%[172 µM], 0, i, 0%[174 µM]
> COC(=O)c1ccc(NC(=O)N2CCc3c([nH]c4ccccc34)C2c2ccc(C)cc2)cc1 (stereo not given)
 : ?, nt, -13%, nt, -3, nt, nt
> Cc1cccc(-n2nc(C)c(CCC(=O)NC3CC3)c2Oc2ccc(F)cc2F)c1
 : 22%, ?, 9%, 5%, 4, i, ?
> Cc1ccc2cc(CN(C(=O)c3cccc(Cl)c3)c3ccccc3)c(=O)[nH]c2c1
 : 27%, nt, 0%, nt, 17, nt, nt
> Cc1cnc(CC2CCNCC2)n1Cc1ccc(F)cc1
 : 16%, -4%, -5%, 2%, -6, -6%, -13%
> CCCOc1ccc(CNC(=O)CC2CCOCC2)cc1
 : 32%, 7%, 3%[12.5 µM], -7%, -5, i, -11%
> CNC(=O)c1cc(C2CC2)nc2c1c(C1CCCN([S+](=O)([O-])C(C)C)C1)nn2C (stereo not given)
 : nt, -18%, nt, nt, 5, nt, -16%
> CN1CC(=O)N(C2CCCNC2)Cc2c(NC3CCCCC3O)ncnc21 (stereo not given)
 : -8%, i, -4%, nt, -11, i, i
> O=C(NCCN1CCCCC1)c1c(-c2cncnc2)cc(=O)n2c1CCCC2
 : 221%[activator], -5%, 11%, nt, -12, i, -18%
> COc1cccc(C(=O)NC2CCCN(c3cc(-c4ccc(F)cc4)[nH]n3)C2)c1 (stereo not given)
 : -15%, ?, -18%, ?, 4, ?, 45µM*
> Cc1nn(-c2ccccc2)c2c1C(C1CC1)N(CC1CN(C(=O)Cc3ccccc3)C1)C2=O (stereo not given)
 : nt, ?, nt, nt, 6, nt, ?

The listing continues:
SMILES | SNCA expr inhib | HEK cytotox | SNCA viab count | FLuc inh | IP6K1 inhibitor | GPT2 inhibitor | NIH3T3 tox
CC(C)(C)CC(=O)Nc1nc2c(s1)C[C@@H]1[C@](C)(CO)[C@H](O)CC[C@@]1(C)[C@@H]2CC(=O)NCCN1CCOCC1 | -27% | i | 3% | 2% | -6 | -2% | i
CNC(=O)N1Cc2ccccc2OC2(CCN(C(C)C)CC2)C1 | 17% | 1% | 5% | -2% | 1 | i | -13%
O=C(CSCc1nc2cccnc2n1C1CCCCC1)NCc1cccc(Cl)c1 | -26% | nt | 3% | nt | -6 | nt | nt
COCCn1cnnc1C(C)NC(=O)c1cn(C2CCC(N)CC2)nn1 (stereo not given) | 6% | ? | 1% | ? | 3 | i | 4%
CC1(C)CC2C3=CCC4C5(C)CCC(OC6OC(CO)C(O)C(OC7OC(CO)C(O)C(OC8OC(CO)C(O)C(OC9OC(COC%10OC(CO)C(O)C(O)C%10O)C(O)C(O)C9O)C8O)C7O)C6O)C(C)(C)C5CCC4(C)C3(C)CCC2(C(=O)O)CC1O (stereo not given) | nt | nt | 4%[12.5 µM] | nt | -4 | 4%[11.5 µM] | nt
CCOc1cc(C(=O)NCCc2csc(-c3ccc(C)cc3)n2)cc(OCC)c1OCC | 11% | nt | 8% | nt | -5 | nt | nt
O=C(NC1CCN(c2cc(-c3cccs3)[nH]n2)C1)c1ccc(F)c(F)c1 (stereo not given) | 3% | ? | -9% | -10% | -4 | ? | ?
O=C(c1ccc(CSc2nc3ccncc3n2Cc2ccccc2F)cc1)N1CCCCCC1 | 22% | nt | -17% | nt | -10 | nt | nt
CN(C)C(=O)CC1CCOC2(CCN(S(=O)(=O)c3cn(C)cn3)CC2)C1 (stereo not given) | 14% | 1% | 13% | 0% | 7 | -10% | 3%
Cc1ccc(CNC(=O)C2CCc3sc(C(=O)N4CCOCC4)cc3C2)o1 (stereo not given) | -2% | -9% | -2% | -3% | 14 | i | -23%
O=C(c1ccccc1F)N1CCC2(CC1)C(=NC1CCCCC1)NC(=O)N2c1cc(F)cc(F)c1 | -4% | 2% | 0% | nt | -12 | 3% | ?
CCN(CC)CCNC(=O)c1ccc2c(c1)N(S(C)(=O)=O)CC2 | 36%[activator] | 23% | 8% | -3% | 0 | -14% | i
O=C(c1cccc(O)c1)N1CC=C(c2cnc3cnc(-c4ccccc4)cn23)CC1 | -22%[87.6 µM] | 100µM* | -1%[87.6 µM] | -2%[172 µM] | -7 | -4%[88.5 µM] | ?
Cc1ccc(CCNC(=O)C2CCCN(Cc3nc(-c4cccc(Cl)c4)oc3C)C2)cc1 (stereo not given) | 6% | nt | 9% | nt | -6 | nt | nt
Cc1ccc(-c2c(-c3nn(C)c4ncnc(N5CCC(N6CCCCC6)C5)c34)cnn2C)cc1 (stereo not given) | nt | nt | 5% | nt | -16 | ? | nt
CCOC(=O)c1cc(S(=O)(=O)NCc2ccc(OC)cc2)[nH]n1 | ? | nt | 11% | nt | 20 | nt | nt
O=C(c1cncc(Br)c1)N1CCCN(C(=O)C2CC2)c2ccccc21 | -17% | -5% | 3% | 4% | -3 | -1% | ?
CC1(c2noc(-c3ccccn3)n2)CCN(C(=O)CCCc2nc3ccccc3s2)CC1 | -11% | 40µM* | -9% | -12% | -11 | 5% | ?
CCn1c(CN2CCN(C)CC2)nc2cc(NC(=O)c3cc(OC)c(OC)c(OC)c3)ccc21 | 68%[activator] | nt | -13% | nt | -4 | nt | nt
O=S1(=O)CC(COCc2ccccc2)CN1c1ccccc1 (stereo not given) | nt | -16% | nt | nt | 7 | nt | ?
CCCCOC(=O)c1ccc(NC(=O)/C(C#N)=C/c2ccc(C)o2)cc1 | -5% | nt | -7% | nt | -7 | nt | nt

Only part of the results is shown; count on the stated rates, not on these rows.
